Compound activity as filed in PubChem.
M. tuberculosis: growth inhibition of non-replicating M. tuberculosis (AID 488890) | 320,000 compounds, 0.39% hits | inhibition, % at 25 µM, or IC50 in µM where a hit was titrated | Mycobacterium tuberculosis non-replicating, growth inhibition; higher % means a stronger effect; in the data active = a potency from the dose series; inconclusive = inhibition mostly from about 82% at the one dose, without a potency; inactive = the rest, 99 in 100 with inhibition below about 76%;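 also: plate controls were DMSO cells for no effect and high antibiotic wells for full effect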
influenza NS1A: H1N1 influenza NS1A inhibitors, functional cell based assay (AID 504329); NS1A functional cell-based assay, percent inhibition; higher % means a stronger effect; inhibition, % at 12.5 µM, or IC50 in µM where a hit was titrated; 340,000 compounds, 0.3% hits; in the data active = a potency from the dose series; inconclusive = inhibition above about 27% without an active follow-up result; also: strong numbers were not always called active
Salmonella PhoP GFP: PhoP regulon inhibitors, Salmonella typhi PhoP promoter GFP reporter, confirmatory (AID 1850); Salmonella Typhi PhoP-promoter GFP reporter, fluorescence, 4 h; higher % means a stronger effect; inhibition, % at 50 µM, or IC50 in µM where a hit was titrated; 310,000 compounds, 0.33% hits; in the data active = a potency from the dose series; inconclusive = inhibition mostly from about 25% at the one dose, without a potency; inactive = the rest, 99 in 100 with inhibition below about 19%;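 also: 0% = induced wells with vehicle and 100% = uninduced wells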
M. tuberculosis HTS: M. tuberculosis growth inhibition, HTS (AID 449762) | M. tuberculosis H37Rv growth inhibition, 7H9 media; higher % means a stronger effect | inhibition, % at 25 µM; hits with a dose series show IC50 in µM | 330,000 compounds, 0.59% hits; in the data active = a potency from the dose series; inconclusive = inhibition above about 70% without an active follow-up result;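 also: bacterial growth assessed after seven days of incubation; strong numbers were not always called active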
VEEV TC-83 Vero: inhibitors of VEEV TC-83 cytopathic effect, confirmation, Vero cells (AID 588727) | Vero cells, VEEV TC-83 cytopathic effect inhibition; higher % means a stronger effect | one-dose inhibition, % at 20 µM; IC50 in µM for titrated hits | 350,000 compounds, 0.13% hits; in the data active = a potency from the dose series; inconclusive = inhibition mostly from about 14% at the one dose, without a potency; inactive = the rest, 99 in 100 with inhibition below about 12%; also: strong numbers were not always called active
VEEV TC-83 Vero 10K pilot screen: recorded beside VEEV TC-83 Vero, whose call it bears; inhibition, %; measured here: 10K pilot screen inhibition
Numbers without * were called inactive; i = inactive; ? = inconclusive; nt = no result given; & = joins results of further samples. The order is random (roughly 1.4% active in at least one column).

SMILES	M. tuberculosis	influenza NS1A	Salmonella PhoP GFP	M. tuberculosis HTS	VEEV TC-83 Vero	others
CSc1nc(C)c(C(=O)Nc2ccccc2)c(-c2ccco2)c1C#N	18%	8%	10%	54%	i
O=C(/C=C/c1ccco1)Nc1ccccc1N1CCCCC1	?	-1%	-3%	16%	i
C#CC1(O)CCC2C3CCC4=CC(=O)CCC4=C3C=CC21C (configuration not stated)	nt	0%	nt	nt	1.8%
COc1ccc(C(=O)C[n+]2ccc(C)cc2)cc1	-12%	-8%	-5%	-6%	i
COc1ccc(OC)c(C2C(C(C)=O)=C(O)C(=O)N2CCN2CCOCC2)c1 (configuration not stated)	3%	0%	-9%	-7%	2.8%
O=C(CNC(=O)c1ccccc1)Oc1ccc([N+](=O)[O-])cc1	-9%	-6%	3%	-13%	0.3%
Cc1cccc(-c2nsc(SCC(=O)NCC3CCCO3)n2)c1 (configuration not stated)	?	2%	-1%	?	2.2%
COc1nc(NCc2ccco2)nc(NC2CCCCC2)n1	3%	-2%	2%	2%	2.9%	VEEV TC-83 Vero 10K pilot screen=2.2
O=c1oc2cc(O)ccc2cc1-c1nc2c(s1)CCc1ccccc1-2	51%	-31%	-31%	51%	2.7%
Cc1cc([N+](=O)[O-])nn1CC(=O)NCc1ccco1	11%	5%	14%	1%	0.1%
Cc1ccc(CNC(=O)c2sccc2-n2cccc2)cc1	29%	12%	3%	?	3.8%
CCOc1ccccc1N1CCN(C(=O)c2cc[n+]([O-])cc2)CC1	nt	11%	-1%	-9%	0.2%
CN(C)/C=C1\C(=O)NN=C1C(F)(F)F	-7%	-9%	-4%	-10%	0.3%
COc1ccc(C(=O)Nc2cc(C)nc3ccccc23)cc1OC	9%	1%	0%	3%	9.2%
O=C1Oc2ccccc2C2(O)C3CCCCCC3C12 (configuration not stated)	-25%	-51%	1%	-9%	0.3%
c1ccc(N2CCN(c3nc4ccccc4n4cnnc34)CC2)cc1	nt	4%	nt	14%	8.9%
O=c1c(-c2n[nH]c(=S)o2)cccn1Cc1ccccc1	-8%	5%	-4%	-6%	0.7%	VEEV TC-83 Vero 10K pilot screen=0.7
CC(=O)c1ccccc1NC(=O)CCCNC(=O)c1ccc(Cl)cc1	6%	-7%	-3%	7%	0.1%
CC1CN(C(=O)c2ccc3c(c2)OCO3)CC(C)O1 (configuration not stated)	-5%	-6%	-8%	4%	0.4%
Cn1c(=O)[nH]c2ccc([N+](=O)[O-])nc21	-16%	-2%	-8%	4%	i
CN(C)CC(O)COc1ccc(C(C)(C)c2ccc(OCC(O)CN(C)C)cc2)cc1 (configuration not stated)	76%	5%	5%	-2%	26%
Nc1nc(Nc2ccc(Cl)cc2)n[nH]1	8%	-64%	1%	-5%	1.3%
C=CCOc1cc(C)nc(-c2ccccc2O)n1	-14%	-7%	15%	-3%	2.2%
CCCC1S/C(=N/N=C/c2cccs2)NC1=O (configuration not stated)	?	-4%	4%	3%	0.9%
COc1ccc(C2CC(c3ccccc3)=NN2S(=O)(=O)c2ccccc2)c(OC)c1 (configuration not stated)	-25%	-5%	0%	8%	11%
CCOC(=O)C1=CCN(Cc2ccccc2)CC1	78%	-5%	-6%	-9%	0.3%
CN(C)c1ccc(/C=C(\NC(=O)c2ccccc2)C(=O)NCCCN2CCOCC2)cc1	7%	-8%	-1%	1%	2.2%
Cc1ccc(S(=O)(=O)N(C)/C(=N/S(=O)(=O)c2ccccc2)c2ccccc2)cc1	16%	26%	-11%	3%	1.0%
COC(=O)C(C)NC(=O)c1cn(-c2ccccc2OC)c(=O)c2ccccc12 (configuration not stated)	-4%	4%	-2%	2%	i
CCc1ccc(C(=O)CC2(O)C(=O)N(CN3CCOCC3)c3ccccc32)cc1 (configuration not stated)	-10%	4%	34%	3%	1.0%
CN1CCN(c2ccc(Cl)cc2NC(=O)c2cccc(S(=O)(=O)N(C)C)c2)CC1	10%	4%	-12%	8%	i
CCC(=O)Nc1cccc(C(=O)OCC(=O)c2ccccc2Cl)c1	10%	1%	-5%	1%	4.2%
O=C(NCCc1ccccc1)c1ccc(-n2cnnn2)cc1	-7%	-19%	-11%	-12%	2.2%
COc1cc2c(cc1OC)C(C(=O)N(C)Cc1ccccc1)C(c1cccnc1)N(C)C2=O (configuration not stated)	-12%	-6%	11%	-4%	1.6%
CC1(O)CCC2C3CCC4=CC(=O)CCC4(C)C34OC4CC21C (configuration not stated)	nt	-15%	nt	nt	i
O=C(CN1CC(=O)Oc2ccccc21)OCC(=O)c1ccccc1	64%	1.5µM*	-17%	0%	0.5%
COc1cc(OC)cc(C(=O)NCC(=O)OCc2csc(-c3ccccc3)n2)c1	20%	-4%	-3%	-2%	0.3%
COc1cc(S(=O)(=O)Nc2cccc(C)c2)ccc1NC(=O)c1cccnc1	12%	3%	3%	0%	2.5%
O=C(c1ccc(N2C(=O)C3CCCCC3C2=O)cc1)N1CCCCC1 (configuration not stated)	-19%	4%	-21%	-3%	0.1%
CN(C)C(=O)OCC1COc2ccccc2O1 (configuration not stated)	21%	3%	-5%	-2%	0.8%
CCOC(=O)c1cnc2c(Cl)c(Cl)ccc2c1NCCN1CCOCC1	18%	-34%	5%	-1%	1.6%
Cc1c(Cl)cccc1NC(=S)N(CCCN1CCOCC1)Cc1cccs1	11%	6%	-2%	11%	0.1%
CCCCOc1ccc(N(CC(=O)NC2CCCC2)C(=O)CCC(=O)Nc2ccccn2)cc1	-5%	-8%	-7%	0%	0.2%
CC(C)CNC(=S)N(CCCN(C)C)Cc1cc2cc3c(cc2[nH]c1=O)OCCO3	4%	-3%	-4%	-3%	i
O=C(c1ccc(-c2cccc(C(F)(F)F)c2)o1)N1CCOCC1	7%	-1%	1%	2%	0.2%
COc1ccc(C)cc1NC(=O)C(OC(=O)c1ccc(Cl)c(S(=O)(=O)N(C)c2ccccc2)c1)c1ccccc1 (configuration not stated)	13%	-4%	-5%	18%	0.6%
Cc1cccn2cc(-c3ccc(Cl)cc3)nc12	34%	14%	10%	7%	3.0%
CC(=O)c1c(C)n(-c2ccc(C)cc2C)c2ccc(O)cc12	6%	4%	0%	2%	0.3%
O=C(Nc1cccc(C(F)(F)F)c1)Nc1ccc(N2CCCC2)c(S(=O)(=O)Nc2ccccc2Cl)c1	14%	-4%	4%	10%	6.0%
Cc1ccc(CSCCC(=O)NCCC2=CCCCC2)cc1	77%	4%	-7%	3%	i

(next part)
SMILES	M. tuberculosis	influenza NS1A	Salmonella PhoP GFP	M. tuberculosis HTS	VEEV TC-83 Vero	others
COc1ccc(CNC(=O)N2CCN(S(=O)(=O)c3ccc(C)cc3C)CC2)cc1	20%	-9%	6%	3%	2.8%
CC1CCC2(CC1)NC(=S)N(C(C)(C)C)N2 (configuration not stated)	2%	nt	-3%	-3%	i
CCc1ccccc1NC(=O)CSc1nc2ccccc2n1CC(=O)N1CCCC1	3%	-28%	-4%	-4%	1.4%
CC(=O)N/C(=C/c1ccccc1)C(=O)NC(Cc1ccccc1)C(=O)O (configuration not stated)	-11%	-7%	1%	-9%	i
CCOc1ccc(NC(=O)CCCN2C(=O)C(c3ccccc3)Oc3cccnc32)cc1 (configuration not stated)	nt	2%	0%	3%	1.7%
CC(C)n1c(=O)[nH]c(=O)n1C(C)C	nt	3%	nt	nt	0.8%
Cn1c(N2CCOCC2)c(C#N)c2ccccc21	-23%	2%	-3%	0%	0.5%
Cc1ccccc1NC(=O)CCN1CCN(CCO)CC1	11%	-5%	-2%	4%	0.2%
Cc1cccc(NC(=O)c2ccc(COc3ccccc3)o2)n1	46%	-3%	-5%	-8%	3.1%
CC(C)n1c(SCC(=O)Nc2ccccc2)nc2c1c(=O)n(C)c(=O)n2C	-3%	-6%	-2%	-2%	12%

Random excerpt: 2 entries already listed, in no set order.
SMILES	M. tuberculosis	influenza NS1A	Salmonella PhoP GFP	M. tuberculosis HTS	VEEV TC-83 Vero	others
Cc1cccc(NC(=O)c2ccc(COc3ccccc3)o2)n1	46%	-3%	-5%	-8%	3.1%
CCOc1ccc(NC(=O)CCCN2C(=O)C(c3ccccc3)Oc3cccnc32)cc1 (configuration not stated)	nt	2%	0%	3%	1.7%

Further results.
SMILES	M. tuberculosis	influenza NS1A	Salmonella PhoP GFP	M. tuberculosis HTS	VEEV TC-83 Vero	others
COc1ccc(-c2c(-c3ccc(OCC(=O)NN)cc3O)n[nH]c2C)cc1	2%	-9%	12%	6%	1.0%
COc1ccc([C@@H]2[C@@H]3C(=O)N(C(C)(C)C)C(=O)[C@@H]3[C@]3(C)C(=O)N(c4cccc(F)c4)C(=O)N23)cc1	2%	-24%	1%	-2%	0.1%
c1ccc(-c2cn3c(n2)-c2ccccc2C3)cc1	-7%	0%	-4%	-5%	i
CC(C)n1cc(CN2CCC(Oc3ccc(C(=O)N4CCCC4)cc3)CC2)cn1	-22%	2%	11%	4%	i
O=C(NCc1cccs1)c1cc(-c2cccs2)on1	64%	2%	0%	-1%	0.7%
CCn1cc(CN2CCCC(C(=O)Nc3ccc(-c4cscn4)cc3)C2)c(C)n1 (configuration not stated)	6%	0%	1%	-2%	3.3%
CCc1cccc(NC(=S)N(CCCOC(C)C)C2CCN(C(C)=O)CC2)c1	-7%	-7%	-3%	4%	i
O=C(Nc1nc2c(Br)cccc2s1)C1CC1	32%	-3%	4%	10%	11%
Cn1nnnc1SCC(=O)Nc1nc2c(s1)CCCC2	1%	-1%	-8%	3%	0.1%
COc1ccc([C@H]2/C=C\CN(S(=O)(=O)c3ccc(C)cc3)[C@@H](C)C(=O)N2Cc2ccc(F)cc2)cc1	25%	14%	5%	5%	4.4%

6 compounds from above, arranged by number of heavy atoms, smallest number first.
SMILES	M. tuberculosis	influenza NS1A	Salmonella PhoP GFP	M. tuberculosis HTS	VEEV TC-83 Vero	others
c1ccc(-c2cn3c(n2)-c2ccccc2C3)cc1	-7%	0%	-4%	-5%	i
O=C(NCc1cccs1)c1cc(-c2cccs2)on1	64%	2%	0%	-1%	0.7%
Cn1nnnc1SCC(=O)Nc1nc2c(s1)CCCC2	1%	-1%	-8%	3%	0.1%
CCc1cccc(NC(=S)N(CCCOC(C)C)C2CCN(C(C)=O)CC2)c1	-7%	-7%	-3%	4%	i
CCn1cc(CN2CCCC(C(=O)Nc3ccc(-c4cscn4)cc3)C2)c(C)n1 (configuration not stated)	6%	0%	1%	-2%	3.3%
COc1ccc([C@H]2/C=C\CN(S(=O)(=O)c3ccc(C)cc3)[C@@H](C)C(=O)N2Cc2ccc(F)cc2)cc1	25%	14%	5%	5%	4.4%

Next records:
SMILES	M. tuberculosis	influenza NS1A	Salmonella PhoP GFP	M. tuberculosis HTS	VEEV TC-83 Vero	others
COc1cc(NC(=S)NC(=O)c2ccccc2F)ccc1NC(=O)c1cccs1	9%	17%	16%	-4%	1.6%
CCNc1sc(C(=O)c2cccs2)c(N)c1C#N	-8%	-3%	2%	-6%	0.4%
Cc1ccc(-c2nc(CSCC(=O)N3CCOCC3)c(C)o2)cc1	13%	-3%	6%	3%	i
CCN(C(=O)COc1cccnc1[N+](=O)[O-])C1CCS(=O)(=O)C1 (configuration not stated)	-7%	-8%	-8%	0%	i
Cc1ccc(O)c(C(=O)c2cnc3c(c2)c(-c2ccc(F)cc2)c(C#N)c(=O)n3C)c1	10%	-1%	10%	7%	8.8%
O=C1c2ccccc2C(Nc2ccc3c(c2)OCO3)N1Cc1ccco1 (configuration not stated)	35%	14%	-7%	-8%	8.2%
O=C(c1ccncc1)c1ccc(Br)cc1	11%	-26%	3%	-1%	1.7%
COc1ccccc1N1CCN(C(=O)c2ccc(Br)o2)CC1	17%	5%	nt	10%	2.0%
Cn1ncc2c(Nc3cc(Cl)cc(Cl)c3)ncnc21	24%	-2%	-5%	-4%	7.0%
CCOC(=O)N/N=C/C=C/c1ccccc1	11%	-4%	3%	-1%	i
CN=C1SC(C(=O)O)CC(=O)N1C (configuration not stated)	-7%	-6%	4%	1%	5.0%
CC(NCc1ccc(S(N)(=O)=O)cc1)C(=O)Nc1cc([N+](=O)[O-])ccc1Cl (configuration not stated)	9%	8%	-2%	4%	2.1%
N/C(=N\OC(=O)C1CCCCC1)c1ccncc1	14%	0%	6%	-3%	i
COc1cc(OC)cc(C(=O)NCC(=O)N2CCN(S(=O)(=O)c3ccccc3F)CC2)c1	11%	-6%	nt	-1%	3.2%
Cc1ccc(C(OCC(O)CN2CCCCC2CO)c2ccccc2)cc1 (configuration not stated)	28%	-10%	-9%	-6%	0.0%
Cc1nnc2n1N=C(c1ccc(F)cc1F)CS2	-6%	-21%	nt	2%	0.5%
Cc1ccc(NC(=S)NNC(=S)Nc2ccc(C)cc2C)cc1	?	1%	7%	5%	0.6%
COc1ccc(N2CCN(C(=O)C(CCSC)N=C3NS(=O)(=O)c4ccccc43)CC2)cc1 (configuration not stated)	1%	8%	-1%&1%	-5%	1.3%
